From PubChem BioAssay
Hsp70 inhibitors: Hsp70 inhibitors, probe displacement, primary screen, biochemical, fluorescence polarization (AID 583). Heat shock 70 kDa protein 1A (Homo sapiens). Hsp70 fluorescence polarization probe displacement, mP; higher % means a stronger effect. displacement, % at 20 µM, or IC50 in µM where a hit was titrated. hit rate 0.06% among 140,000; in the data active = displacement above about 50%;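 note: plate controls were vehicle for no effect and reference ligand for full effect; a part of the inactive calls stands beside numbers as strong as those of hits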
Rat MKP-3 inhibitors: MKP-3 phosphatase inhibitors, primary screen, biochemical, rat enzyme, in vitro (AID 425); Dual specificity protein phosphatase 6 (Rattus norvegicus); recombinant MKP-3 phosphatase activity, fluorescence; higher % means a stronger effect; inhibition, % at 20 µM, or IC50 in µM where a hit was titrated; hit rate 0.17% among 110,000; in the data active = inhibition above about 50%;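 note: plate controls were vehicle for no effect and reference inhibitor for full effect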
The depositor's hits bear a star; & = joins results of further samples. Not all compounds are listed; the hit share may differ from the screen's.

`CCOc1ccc2cc(C#N)c(SCC(=O)N3CCOCC3)nc2c1` gave Hsp70 inhibitors 1.7% and Rat MKP-3 inhibitors 0.2%.
For Cc1ccc(N2C(=O)CC(NCCc3ccc(Cl)cc3)C2=O)cc1 (stereo not drawn) the results were Hsp70 inhibitors 7.8% and Rat MKP-3 inhibitors -4.5%.
Screening COc1ccccc1NN=c1c(=O)c2ccccc2c1=O returned Hsp70 inhibitors 28.8% and Rat MKP-3 inhibitors -0.4%.
Screening Cc1cccc(N2CCN(C(=O)Cn3cccc3C(=O)c3ccccc3)CC2)c1C returned Hsp70 inhibitors 0.9%.
CCN(CC)CCCn1c(C)cc2c(c1=O)C(c1ccc(OC)c(OC)c1OC)C(C#N)=C(N)O2 (stereo not drawn) was read as Hsp70 inhibitors -3.0% and Rat MKP-3 inhibitors -4.5%.
`Cn1c(=O)c2c(nc(N3CCN(Cc4ccccc4)CC3)n2CCCc2ccccc2)n(C)c1=O` gave Hsp70 inhibitors 0.4% and Rat MKP-3 inhibitors -2.7%.
Cc1cccc(NC(=O)c2cc(Cl)ccc2Cl)n1 was read as Hsp70 inhibitors -1.6% and Rat MKP-3 inhibitors 4.2%.
For Cc1cc(C)c(NC(=O)C(C)Sc2ccccn2)c(C)c1 (stereo not drawn) the results were Hsp70 inhibitors 4.2% and Rat MKP-3 inhibitors -2.9%.
COc1cc(OC)cc(C(=O)N2CCN(Cc3ccccn3)CC2)c1 was read as Hsp70 inhibitors -0.2% and Rat MKP-3 inhibitors 1.4%.
CCOc1ccc(NC(=O)CC2S/C(=N\N=C(/C)c3ccc(Cl)cc3)NC2=O)cc1 (stereo not drawn) was read as Hsp70 inhibitors -0.5% and Rat MKP-3 inhibitors 5.5%.
Screening CCC1CCCCN1C(=O)CSc1nnc(-c2cccc(Cl)c2)o1 (stereo not drawn) returned Hsp70 inhibitors -6.0% and Rat MKP-3 inhibitors 8.1%.
COc1ccccc1N1CCN(C(=O)CCn2c(=O)[nH]c3ccsc3c2=O)CC1 was read as Hsp70 inhibitors 2.1% and Rat MKP-3 inhibitors 2.7%.
Screening O=C(c1cccn2c(=O)c3cc(Cl)ccc3nc12)N1CCN(Cc2ccc3c(c2)OCO3)CC1 returned Hsp70 inhibitors 5.0% and Rat MKP-3 inhibitors 4.7%.
Screening O=C(CN1C(=O)/C(=C/c2ccccc2)SC1=S)Nc1cccc(Br)c1 returned Hsp70 inhibitors -1.6% and Rat MKP-3 inhibitors 2.3%.
For Cc1cc(C)n(-c2nnc(C)n2NS(C)(=O)=O)n1 the results were Hsp70 inhibitors -1.1% and Rat MKP-3 inhibitors 6.1%.

4 successive records from above, quoted:
COc1ccccc1N1CCN(C(=O)CCn2c(=O)[nH]c3ccsc3c2=O)CC1 was read as Hsp70 inhibitors 2.1% and Rat MKP-3 inhibitors 2.7%.
Screening O=C(c1cccn2c(=O)c3cc(Cl)ccc3nc12)N1CCN(Cc2ccc3c(c2)OCO3)CC1 returned Hsp70 inhibitors 5.0% and Rat MKP-3 inhibitors 4.7%.
Screening O=C(CN1C(=O)/C(=C/c2ccccc2)SC1=S)Nc1cccc(Br)c1 returned Hsp70 inhibitors -1.6% and Rat MKP-3 inhibitors 2.3%.
For Cc1cc(C)n(-c2nnc(C)n2NS(C)(=O)=O)n1 the results were Hsp70 inhibitors -1.1% and Rat MKP-3 inhibitors 6.1%.

The list continues:
`CC(=O)OC12CC3CC(C1)C(=O)C(C3)C2` gave Hsp70 inhibitors -0.2% and Rat MKP-3 inhibitors -0.6%.
`COc1cccc(CNc2cccc3cccnc23)c1O` gave Hsp70 inhibitors 6.1% and Rat MKP-3 inhibitors 7.3%.
C=CCc1cccc2cc(C(=O)Nc3ccc(C)cc3[N+](=O)[O-])c(=O)oc12 was read as Hsp70 inhibitors -1.0% and Rat MKP-3 inhibitors -6.6%.
CCOC(OCC)P(=O)(C(C)C)C(C)C was read as Hsp70 inhibitors 3.3% and Rat MKP-3 inhibitors -3.2%.
CC1CCN(C(=O)CSc2nnc(-c3ccncc3)n2C)CC1 was read as Hsp70 inhibitors 8.9%.
Screening C/C(N)=C(/C#N)C(=O)CSc1nnc(Cc2ccccc2F)n1N returned Hsp70 inhibitors 5.3% and Rat MKP-3 inhibitors -6.2%.
Screening COC(=O)c1[nH]c2cc(C)ccc2c1NC(=O)CN1CCCc2ccccc21 returned Hsp70 inhibitors -0.8% and Rat MKP-3 inhibitors -12.9%.
`CCc1nc2c(oc3ccccc32)c(=O)[nH]1` gave Hsp70 inhibitors -2.9%.
For Cc1ccc(-c2cc(C(F)(F)F)n3ncc(C(=O)NCc4cccnc4)c3n2)cc1 the results were Hsp70 inhibitors -1.9% and Rat MKP-3 inhibitors 1.8%.
For O=C1C(Cl)=C(Nc2ccc(F)cc2)C(=O)N1c1ccccc1Cl the results were Hsp70 inhibitors 0.9% and Rat MKP-3 inhibitors 3.6%.
`O=C(c1c(Cl)cccc1Cl)N1CCCCCC1` gave Hsp70 inhibitors 6.5% and Rat MKP-3 inhibitors -6.6%.
`Cc1cccc(OCCCCCn2ccnc2)c1C` gave Hsp70 inhibitors -2.8%&-3.5% and Rat MKP-3 inhibitors -1.3%&0.1%.
Screening COc1ccc(-c2[nH]ncc2/C=N\NC(=O)c2ccccc2I)cc1 returned Hsp70 inhibitors -3.3% and Rat MKP-3 inhibitors 3.6%.
Screening CS(=O)(=O)N(CC(=O)NCc1ccncc1)c1ccc(Cl)c(Cl)c1 returned Hsp70 inhibitors 1.9%.
For O=C(NC(=O)C(Cl)(Cl)Cl)Nc1ccc(Cl)c(Cl)c1 the results were Hsp70 inhibitors -4.0% and Rat MKP-3 inhibitors 1.3%.
For CS(=O)(=O)N(CC(=O)Nc1ccccc1Cl)c1cccc(C(F)(F)F)c1 the results were Hsp70 inhibitors 3.5% and Rat MKP-3 inhibitors 3.2%.
For COc1ccc(-c2cc(C(F)(F)F)n3nc(C(=O)N4CCCCC4)cc3n2)cc1OC the results were Hsp70 inhibitors -1.8%.
For CCOc1c(Br)cc(/C=C2/C(=O)NN(c3ccccc3)C2=O)cc1OC the results were Hsp70 inhibitors -5.6% and Rat MKP-3 inhibitors 4.2%.
Screening CCCCCCCN(C(=S)Nc1ccc(F)cc1)C1CC(=O)N(c2ccc(OCCC)cc2)C1=O (stereo not drawn) returned Hsp70 inhibitors 1.9% and Rat MKP-3 inhibitors 3.4%.
For Cn1c2ccccc2c2nnc(SC3CCOC3=O)nc21 (stereo not drawn) the results were Hsp70 inhibitors 1.4% and Rat MKP-3 inhibitors -3.8%.
Screening COc1ccc(OCCn2cncn2)cc1 returned Hsp70 inhibitors 2.3%.
Oc1cc(N=C/C=C/c2cccc(Br)c2)ccc1-c1nc2ccccc2o1 was read as Hsp70 inhibitors 1.9% and Rat MKP-3 inhibitors 13.5%.
For Cc1oc2ccc(O)c(CN3CCOCC3)c2c1C(=O)c1ccc(Cl)cc1 the results were Hsp70 inhibitors 2.8% and Rat MKP-3 inhibitors -7.2%.
Screening COC(=O)c1cc(NC(=O)c2ccc(I)cc2)cc(C(=O)OC)c1 returned Hsp70 inhibitors -0.7% and Rat MKP-3 inhibitors 5.4%.
`COc1cc(C(=O)Nc2cc(Cl)ccc2C)cc(OC)c1OC` gave Hsp70 inhibitors 1.1% and Rat MKP-3 inhibitors 1.5%.
CCCS(=O)(=O)N1CCC(C(=O)N2CCOCC2)CC1 was read as Hsp70 inhibitors -0.8% and Rat MKP-3 inhibitors -0.4%.
Screening Cc1nc(NC(=O)c2ccc(Br)o2)sc1C returned Hsp70 inhibitors -3.2%.
CCCc1cc(-c2nc(N)ncc2-c2ccc3c(c2)OCCCO3)c(O)cc1OC was read as Hsp70 inhibitors -4.7% and Rat MKP-3 inhibitors -7.2%.
For Cc1ccccc1Cn1cc(NC(=O)c2cc3nc(-c4ccco4)cc(C(F)(F)F)n3n2)cn1 the results were Hsp70 inhibitors 7.0% and Rat MKP-3 inhibitors -2.2%.
`O=C(CSc1nnc(-c2cccs2)o1)NCC1CN(Cc2ccccc2)CCO1` (stereo not drawn) gave Hsp70 inhibitors 8.0% and Rat MKP-3 inhibitors -0.7%.

Molecules from the list above that contain a thiophene ring, fused or not:
COc1ccccc1N1CCN(C(=O)CCn2c(=O)[nH]c3ccsc3c2=O)CC1 was read as Hsp70 inhibitors 2.1% and Rat MKP-3 inhibitors 2.7%.
`O=C(CSc1nnc(-c2cccs2)o1)NCC1CN(Cc2ccccc2)CCO1` (stereo not drawn) gave Hsp70 inhibitors 8.0% and Rat MKP-3 inhibitors -0.7%.

(list continues)
For COC(=O)c1c(NC(=O)C(C)(C)C)sc2c1C(C(=O)OC)CC2 (stereo not drawn) the results were Hsp70 inhibitors 2.1%.
`COc1cc(/C=C2\C(=O)NC(=O)N(c3ccc(F)cc3)C2=O)cc(I)c1O` gave Hsp70 inhibitors 2.3% and Rat MKP-3 inhibitors -0.1%.
Screening COc1cc2c(cc1NC(=O)C/C(C)=N/NC(=O)c1ccoc1C)oc1ccccc12 returned Hsp70 inhibitors -7.0% and Rat MKP-3 inhibitors 3.2%.
C=CCn1c(SCC(=O)c2ccc(OC)cc2)nnc1-c1cc2cccc(OC)c2o1 was read as Hsp70 inhibitors -1.1% and Rat MKP-3 inhibitors -11.2%.
Screening C=CCNC(=O)CN(c1cc(Cl)cc(Cl)c1)S(C)(=O)=O returned Hsp70 inhibitors 0.8% and Rat MKP-3 inhibitors -4.3%.
For COc1cc(C(=O)NCCN2CCOCC2)cc(OC)c1OC the results were Hsp70 inhibitors 0.2%.
`CCc1ccc(NC(=O)C2C3C=CC(C4CC34)C2C(=O)O)cc1` (stereo not drawn) gave Hsp70 inhibitors 6.3%.
For CCCc1cc(=O)[nH]c(SCC(N)=O)n1 the results were Hsp70 inhibitors -1.8% and Rat MKP-3 inhibitors -6.5%.
Screening CCN(CC)S(=O)(=O)c1cccc(C(=O)OCC(=O)N2CC(=O)Nc3ccccc32)c1 returned Hsp70 inhibitors -2.9% and Rat MKP-3 inhibitors -19.7%.
Screening Cc1cccc2cc(C#N)c(NCCNC(=O)NC3CCCCC3)nc12 returned Hsp70 inhibitors -6.5% and Rat MKP-3 inhibitors -5.0%.
Screening COc1cccc(NC(=O)CSCc2n[nH]c(=O)[nH]2)c1 returned Hsp70 inhibitors -1.1% and Rat MKP-3 inhibitors -3.0%.
`CCc1ccc(C2C(C(=O)OC3CCCC3)=C(C)NC3=C2C(=O)CCC3)cc1` (stereo not drawn) gave Hsp70 inhibitors 4.0% and Rat MKP-3 inhibitors 0.5%.
CCC(C)NC(=O)CS(=O)Cc1nc(-c2ccccc2C)oc1C (stereo not drawn) was read as Hsp70 inhibitors -0.3% and Rat MKP-3 inhibitors -9.7%.
For CC(C)[C@H](NC(=O)NCc1cccs1)C(=O)O the results were Hsp70 inhibitors -5.6% and Rat MKP-3 inhibitors 3.2%.
CCCCN(C)C(=O)CCC(=O)Nc1ccc2nc(N3CCOCC3)cc(C)c2c1 was read as Hsp70 inhibitors 3.6% and Rat MKP-3 inhibitors -11.8%.
For O=C(NC1CCCCCCC1)C1=COCCO1 the results were Hsp70 inhibitors -0.4%.
For CCOC(=O)c1sc(NC(=O)C(CC)Sc2nc3ccccc3[nH]2)nc1C (stereo not drawn) the results were Hsp70 inhibitors 2.3%.
`Cc1ccc2c(c1)N(CCC(=O)NCCN1CCOCC1)C(=O)CO2` gave Hsp70 inhibitors -1.4% and Rat MKP-3 inhibitors -3.9%.
`Cc1ccc(C(=O)N/C(=C/c2cccnc2)c2nc3ccccc3[nH]2)cc1` gave Hsp70 inhibitors 2.8% and Rat MKP-3 inhibitors -2.8%.
Screening O=c1[nH]c2ccccc2c2nc3ccccn3c12 returned Hsp70 inhibitors 8.9%&-0.5% and Rat MKP-3 inhibitors 0.6%&-1.4%.
COc1cc(/C=N/n2cnnc2)ccc1OC(=O)c1cccnc1 was read as Hsp70 inhibitors 3.3% and Rat MKP-3 inhibitors -4.4%.
Screening CC1CCN(c2c([N+](=O)[O-])nn(-c3ccc4c(c3)OCCO4)[n+]2[O-])CC1 returned Hsp70 inhibitors -0.5%.
`CCCCCCN1Cc2ccccc2C1` gave Hsp70 inhibitors 1.7% and Rat MKP-3 inhibitors -1.4%.
CCc1cc2c(=O)c(-n3cnc4ccccc43)coc2cc1O was read as Hsp70 inhibitors 8.2% and Rat MKP-3 inhibitors 0.3%.
`Cc1cc(OCC(=O)NCCO)ccc1Cl` gave Hsp70 inhibitors 1.4% and Rat MKP-3 inhibitors -2.3%.
For CC(=O)c1c(C)[nH]c(C(=O)NCc2ccccn2)c1C the results were Hsp70 inhibitors 1.5% and Rat MKP-3 inhibitors -2.8%.
`Cc1ccc(CNC(=O)c2coc(=O)c3ccccc23)o1` gave Hsp70 inhibitors 0.6% and Rat MKP-3 inhibitors -3.1%.
Screening CCOC(=O)NC1(C(F)(F)F)C(=O)NC(C)=C1C#N (stereo not drawn) returned Hsp70 inhibitors 3.7% and Rat MKP-3 inhibitors -6.8%.
For CCCN1CCN(C(=O)C2CCN(S(=O)(=O)c3ccc4c(c3)oc(=O)n4C)CC2)CC1 the results were Hsp70 inhibitors 0.6% and Rat MKP-3 inhibitors -11.5%.
Screening CCOC(=O)c1sc(Nc2ccccc2)nc1-c1ccc([N+](=O)[O-])cc1 returned Hsp70 inhibitors -1.4% and Rat MKP-3 inhibitors 2.4%.
`COc1cccc(NS(=O)(=O)c2c(C)cc(C)cc2C)c1` gave Hsp70 inhibitors 3.0%&3.7% and Rat MKP-3 inhibitors 1.6%&1.3%.
For O=C(O)c1ccc2c(c1)C(=O)N(c1ccc(S)cc1)C2=O the results were Hsp70 inhibitors 2.3% and Rat MKP-3 inhibitors 3.8%.
COc1cccc(OC)c1OCCCSc1nc(C)cc(=O)[nH]1 was read as Hsp70 inhibitors 4.0% and Rat MKP-3 inhibitors -16.3%.
`COC(=O)CSc1nnc2c3c4c(sc3nc(-n3nc(C)cc3C)n12)COC(C)(C)C4` gave Hsp70 inhibitors 6.8% and Rat MKP-3 inhibitors -4.1%.
